HEK293 tox: qHTS of GLP-1 Receptor Inverse Agonists: Cytotox Screen; HEK293 cAMP-luciferase reporter cells, luminescence, 24 h; Potency, µM (series often up to 38.3 µM), for the others: at the highest dose activity change, negative = inhibition, hits mostly inhibitors; 0.13% of 410,000 active; AID 624418, 2012;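 also: loss of luciferase light is scored as toxicity; potency is read from the fitted curve at half-maximal effect; % is scaled to controls: 0 for no effect and ±100 for the full control effect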
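Seeding density was 200 cells/uL; after overnight-length (12 h) culture, 23 nL compounds went on for 24 h at 37 °C. Readout used a luciferase detection reagent, luminescence taken after 12 min at room temperature.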
PTHR1 agonist: qHTS for PTHR1 Agonists: Primary Screen. HEK293 GP2 PTHR1 cells, GloSensor cAMP luminescence, 1 h. Potency, µM (doses to about 115 µM), inactives show at the highest dose activation, hits mostly activators. 0.075% of 410,000 active. AID 743266, 2014; also: potency is read from the fitted curve at half-maximal effect; nearly all actives have a fitted effect of over 55% in size; some results filed as inactive show a strong effect at the top dose; inactives centre near -15; many of its hits are not listed in these tables
Target sequence (Q03431 whole entry, looked up): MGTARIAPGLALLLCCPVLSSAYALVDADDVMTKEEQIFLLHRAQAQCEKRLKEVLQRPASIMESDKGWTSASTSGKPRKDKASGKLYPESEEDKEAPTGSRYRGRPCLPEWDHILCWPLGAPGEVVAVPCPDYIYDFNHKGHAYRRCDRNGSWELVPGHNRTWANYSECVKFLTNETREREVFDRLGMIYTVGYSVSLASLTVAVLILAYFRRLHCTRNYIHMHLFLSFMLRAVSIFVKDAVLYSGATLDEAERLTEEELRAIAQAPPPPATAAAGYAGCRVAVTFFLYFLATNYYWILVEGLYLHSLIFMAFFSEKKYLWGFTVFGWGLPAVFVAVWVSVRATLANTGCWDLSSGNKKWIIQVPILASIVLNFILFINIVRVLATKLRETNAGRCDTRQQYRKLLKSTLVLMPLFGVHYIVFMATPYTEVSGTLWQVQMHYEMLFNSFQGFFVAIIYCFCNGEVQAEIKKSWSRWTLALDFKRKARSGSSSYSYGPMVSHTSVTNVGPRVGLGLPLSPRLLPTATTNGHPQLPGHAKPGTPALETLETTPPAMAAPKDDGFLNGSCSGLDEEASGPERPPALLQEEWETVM
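HEK-293-derived GP2 cells expressing PTHR1 and a GloSensor cAMP reporter, 3,000/well, plated overnight, given luciferin plus IBMX (each 0.5 mM as added) for 1 h at 37 °C, then compound for 1 h at 37 °C. Luminescence was read after 15 min at room temperature.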
GLP1R ag: qHTS of GLP-1 Receptor Agonists | Glucagon-like peptide 1 receptor (Homo sapiens), P43220 | HEK293 GLP-1R CRE-luciferase, luminescence, 4-6 h; cells express a hypersensitive GLP-1R form | Potency, µM (top dose mostly 45.6 µM), for the others: at the top dose activation, actives largely listed as activators | 0.007% of 380,000 active | AID 624172, 2012; also: potency is read from the fitted curve at half-maximal effect; % of control where 0% means no effect
Target sequence (P43220 whole entry, looked up): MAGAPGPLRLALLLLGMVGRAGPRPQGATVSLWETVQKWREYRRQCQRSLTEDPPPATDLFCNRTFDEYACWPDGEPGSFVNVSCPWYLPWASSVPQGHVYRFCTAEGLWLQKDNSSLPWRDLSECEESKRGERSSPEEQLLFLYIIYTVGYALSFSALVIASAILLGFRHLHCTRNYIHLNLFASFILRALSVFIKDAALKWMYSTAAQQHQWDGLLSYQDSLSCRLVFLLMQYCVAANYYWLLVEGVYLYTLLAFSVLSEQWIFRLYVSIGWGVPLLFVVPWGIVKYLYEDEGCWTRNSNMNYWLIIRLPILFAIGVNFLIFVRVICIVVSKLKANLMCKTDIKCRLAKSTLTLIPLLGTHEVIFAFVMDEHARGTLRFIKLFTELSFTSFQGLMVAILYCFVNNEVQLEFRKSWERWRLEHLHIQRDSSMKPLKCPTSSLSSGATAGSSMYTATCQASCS
GLP1R inv ag: qHTS of GLP-1 Receptor Inverse Agonists (Inhibition Mode) | Glucagon-like peptide 1 receptor (Homo sapiens), P43220 | HEK293 GLP-1R CRE-luciferase, luminescence, 24 h; GLP-1R form is constitutively active | Potency, µM (doses to about 38.3 µM), for the others: at the top dose activity change, negative = inhibition, actives largely listed as inhibitors | 1.6% of 410,000 active; also: potency is read from the fitted curve at half-maximal effect; % is scaled to controls: 0 for no effect and ±100 for the full control effect; nearly all actives have a fitted effect of over 55% in size
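Cells are plated, allowed 12 hours at 37 deg C, then treated with compounds for 24 hr before luciferase detection reagent is added and luminescence is read after 12 min at room temperature. The HEK293 line carries constitutively active GLP-1R with a cAMP-responsive reporter.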
DRD3 agonist: qHTS of D3 Dopamine Receptor Agonist: qHTS | D(3) dopamine receptor (Homo sapiens), P35462 | D3R DiscoveRx beta-arrestin cells, luminescence, 90 min | max activation, % | 0.58% of 410,000 active | AID 652048, 2013; in the data active = max activation above about 30%; also: 0% is about no effect; mostly tested at two doses, the higher about 12 µM
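Cells at 1500/well, incubated overnight, then treated with pinned compounds (dopamine as control) for 90 min at 37 degrees C. DiscoveRx reagent added for 30 - 60 minutes at room temperature; luminescence read.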
aSyn yeast inh: qHTS of alpha-syn Inhibitors | Yeast expressing alpha-synuclein, growth rescue, BacTiter-Glo, 24 h | Potency, µM (highest dose often 46.1 µM), for inactives: at the top dose growth rescue (activation), most hits filed as activators | 0.14% of 370,000 active | AID 652106, 2013; also: potency is read from the fitted curve at half-maximal effect; % of control where 0% means no effect; nearly all actives have a fitted effect of over 65% in size
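Readout is rescue of growth in alpha-synuclein-expressing yeast, so inhibitors of toxicity appear as activators. Growth after 24 hr at 30 deg C in galactose medium is quantified by luminescence.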
TDP43 rescue: qHTS of TDP-43 Inhibitors; Potency, µM (highest dose often 46.1 µM), for the others: top-dose growth rescue (activation), most hits filed as activators; TDP-43 expressing yeast growth rescue, BacTiter-Glo, 24 h; AID 652104, 2013; 1.8% of 410,000 active; also: potency is read from the fitted curve at half-maximal effect; % of control where 0% means no effect; nearly all actives have a fitted effect of over 50% in size
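In this qHTS, compounds that restore growth of yeast expressing TDP-43 appear as activators. Cells (OD600=0.02, galactose medium, raffinose-pregrown) are incubated with compound 24 hr at 30 deg C and growth is quantified by BacTiter-Glo.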
KB-V1 MDR tox: qHTS assay for MDR1-selective chemotherapeutics: Primary screen using the drug-selected MDR subline cells KB-V1 | KB-V1 MDR cells viability, CellTiter-Glo, 72 h | Potency, µM (top dose mostly 46.1 µM), inactives show top-dose activity change, negative = cytotoxicity, hits mostly cytotoxic | 3.4% of 400,000 active; also: potency is read from the fitted curve at half-maximal effect; % is scaled to controls: 0 for no effect and ±100 for the full control effect; nearly all actives have a fitted effect of over 60% in size
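KB-V1 cells (P-gp-expressing MDR subline of KB-3-1) in phenol-red-free DMEM with 10% FBS were exposed to library compounds over a concentration series for 72 h at 37 degrees C. Viability read by CellTiter-Glo luminescence; concentration-effect curves fitted after normalization.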
D3 antag: qHTS of D3 Dopamine Receptor Antagonist: qHTS. AID 652054, 2013. 2.5% of 360,000 active. max response, negative = inhibition, %. D(3) dopamine receptor (Homo sapiens), P35462. D3R cells, DiscoveRx beta-arrestin luminescence, antagonist mode; hits give low values; in the data active = max response below about -50%; inconclusive = no clear call, values can overlap the other calls; also: % is scaled to controls: 0 for no effect and ±100 for the full control effect; mostly tested at two doses, the higher about 12 µM
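Cells plated overnight at 1500 cells/well, then exposed to library compounds with dopamine controls for 90 minutes at 37 degrees C. DiscoveRx reagent added for 30–60 minutes at room temperature; luminescence read, quantitative HTS format.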
Active calls of the source: *; i = inactive; ? = inconclusive; · = not tested or not shown; & = joins results of further samples; [ ] = dose if it differs, or a comment. Unless noted, calls follow the shape of the dose curve; as a rule, active = well fitted curve in the direction sought with a large enough effect; inconclusive = small, poorly fitted or top-dose-only effect, or another doubt; inactive = no such curve, though single readings can be large; an effect the other way counts as inactive or inconclusive. These rows are one share of the data; the hit share may differ from the screen's.

Values run as follows: aSyn yeast inh	PTHR1 agonist	TDP43 rescue	HEK293 tox	GLP1R inv ag	DRD3 agonist	KB-V1 MDR tox	D3 antag	GLP1R ag
> O=C(NCc1nc2ccccc2[nH]1)c1c(F)c(F)c(F)c(F)c1F
    7%	-1%	1%	-3%	5%	5	2%	17	4%
> COc1ccc(N2CCN(C(=O)c3ccc(CS(=O)(=O)c4ccc(OC)cc4)o3)CC2)cc1
    -22%	-49%[inhibitor]	-13%	-6%	-16%	-8	-12%	0	0%
> O=C(c1cccs1)n1nc(-c2ccc(Cl)cc2)nc1NCc1ccco1
    ·	i	2%	7%	1%	-7	0%	-1	2%
> C/C(=N\NC(=O)CNC(=O)c1ccccc1F)c1ccco1
    -1%	10%	-12%	?	-1%	-6	-18%	-24	7%
> COc1ccc(-c2nnc(SCC(=O)N3CCCCC3)o2)c(OC)c1
    -2%	-46%[inhibitor][57.5 µM]	1%	-23%	-8%	3	-18%	-25	-1%
> Cc1nn(-c2ccccc2)c(C)c1NC(=O)COC(=O)CCOc1ccccc1
    1%	-4%	-12%	-8%	17%	-5	3%	-8	2%
> Cc1cc(N)ccc1-c1cc2ccccc2oc1=O
    1%	-22%	23%	-25%	?	-2	-22%	-2	2%
> Cc1cccc(C(=O)n2cnnc2N)c1
    -4%	i	-16%[0.397 µM]	-2%	38%	3	15%	-13	4%
> CN(Cc1c(C(=O)N/N=C/c2c(F)cccc2Cl)nnn1-c1nonc1N)C1CCCCC1
    -9%	-10%	-7%	-2%	7%	-7	21%	0	5%
> COc1ccc(/C=C2\SC(=S)N(CCCC(=O)N3CCN(C)CC3)C2=O)cc1OC
    0%	i	-3%	0%	13%	-2	-2%	-2	2%
> CCCCN1CCC(CN2C(=O)C(=O)NC[C@@H]2Cc2ccccc2)CC1
    -5%	3%	-22%	-2%	3%	-25	-29%	-20	-3%
> CCOC(=O)c1ccc(NC(=O)CSc2nnnn2CCCO)cc1
    2%	-2%[57.5 µM]	?	-3%	1%	2	4%	12	-4%
> COc1ccccc1S(=O)(=O)Cc1ccc(C(=O)NCc2ccc3c(c2)OCO3)o1
    1%	0%	2%	-12%	-15%	3	0%	-8	2%
> O=c1ccc(C(F)(F)F)cn1Cc1cc(=O)n2cc(Br)ccc2n1
    -1%	i	9%	2%	13%	2	1%	7	6%
> O=C1CC(C(=O)N(c2ccc(F)cc2)C(C(=O)NC2CCCC2)c2ccccn2)CS1 (stereo not drawn)
    -5%	-20%[57.5 µM]	-16%	-8%	0%	-10	12µM*	-20	5%
> O=C(NC1(C(F)(F)F)Oc2ccccc2O1)N1CCCC1
    6%	-43%	-2%	?	5%	2	-24%	-11	-7%
> COc1ccc(N2CCN(C(=O)c3ccccc3NS(=O)(=O)c3ccc(C)cc3)CC2)cc1
    19%	-47%	?	7%	3%	-3	0%	?	5%
> O=C(CC[C@H]1O[C@@H](n2cnc3c(NC(=O)c4ccccc4)ncnc32)[C@H](O)[C@@H]1O)NCc1cccc2ccccc12
    3%	-14%	0%	1%	14%	13	29%	-7	0%
> CCCCCc1ccc(-c2cn(CN3C(=O)c4ccccc4C3=O)nn2)cc1
    2%	5%	-2%	3%	8%	-3	-8%&10%	-21	10%
> CNC(=O)C[C@@H]1C(=O)N(c2ccc(Br)cc2)CC1(C)C
    4%	-4%	?	1%	2%	10	6%	0	10%
> CCCSc1nc(O)c(C2OC(=O)c3c2ccc(OC)c3OC)c(=O)n1C (stereo not drawn)
    -1%	i	-16%	2%	1%	-8	-4%	-25	-1%
> CNC(=O)c1ccc(-c2ccc(OC)cc2)s1
    -5%	-37%[57.5 µM]	?	-4%	-25%	-3	?	-19	11%
> Cc1ccc(C(=O)NNC(=O)c2ccncc2)cc1C
    -2%	-55%[inhibitor]	-8%	0%	23%	-11	-4%	-11	0%
> CC(C)(C)n1ncc2c(=O)n(CC(=O)N3CCCCC3)cnc21
    -3%	i	-14%	25%	9%	0	-21%	9	0%
> Cc1cc(C(=O)O)ccc1[N+](=O)[O-]
    9%	16%	17%	7%	1%	-7	13%	0	0%
> COc1ccccc1N(CC(=O)Nc1ccccc1C)S(C)(=O)=O
    -1%	i	-2%	-3%	-1%	-5	0%	-16	-1%
> O=c1[nH]c(C2CCCN(S(=O)(=O)c3ccccc3)C2)nc2c1nnn2Cc1ccccc1F (stereo not drawn)
    -3%	i	-4%	-16%	37%[activator]	-7	1%	-18	2%
> CCC(CO)NC1=CC(=O)CCC1 (stereo not drawn)
    -7%	-6%	-18%[0.397 µM]	0%	6%	-7	7%	7	4%
> CCC(C)(C)NC(=O)C(c1ccc(OC)cc1)N(Cc1ccccc1)C(=O)CCC(=O)Nc1cc(C)on1 (stereo not drawn)
    5%	-24%	-1%	-15%	?	0	-10%	3	19%
> CCn1cc(/C=C(\NC(=O)c2ccccc2Cl)C(=O)NCCN2CCOCC2)c2ccccc21
    -3%	i	2%	3%	-14%	-1	11%	13	-4%
> Cc1ccccc1-c1cc(C(=O)NCc2cccs2)n(CC2CC(c3cccnc3)=NO2)n1 (stereo not drawn)
    10%	-20%	10%	-6%	?	-31	?	-7	5%
> COc1ccc(C(CC(=O)N2CCOCC2)C(C)C)cc1 (stereo not drawn)
    2%	-3%[57.5 µM]	-5%	-2%	-2%	2	2%	64	3%
> Cc1ccc(Cn2cc(CN3CC(N(C)C)CS3(=O)=O)nn2)cc1 (stereo not drawn)
    ?	-17%	20%	1%	0%	4	-2%	0	-3%
> CC(C)(C)NC(=O)NC(=O)COC(=O)c1cc(=O)[nH]c2ccccc12
    -3%	i	0%	0%	-1%	-2	-1%	16	-5%
> COc1cc(S(=O)(=O)N(Cc2cccc(OC)c2OC)CC2CCCO2)ccc1-n1cnnn1 (stereo not drawn)
    -2%	i	-14%	3%	18%	-6	-3%	-7	3%
> O=C(NCCc1ccccc1)C(=O)c1c[nH]c2ccccc12
    5%	-4%	·	-17%	-14%	11	-10%	16	10%
> O=C(Nc1cc(S(=O)(=O)N2CCOCC2)ccc1O)c1ccco1
    -1%	14%	-4%	18%	22%	-1	?	-26	1%
> COc1ccccc1N(Cc1cc(=O)[nH]c2ccccc12)C(=O)c1cccc([N+](=O)[O-])c1
    7%	-16%	2%	-9%	-19%	-8	-23%	8	6%
> COc1ccc(-c2cc(OC(=O)c3cccc(C)c3)c3c(C)oc(C)c3c(=O)c2)cc1
    ·	i	0%[9.22 µM]	11%	-14%	5	9%	·	·
> Cc1ccc(Cl)cc1N1CCN(C(=O)C2CCN(Cc3nc(-c4cccc(Cl)c4)oc3C)CC2)CC1
    ·	-3%	0%	3%	-13%	-8	?	·	·

Overlap with the part before: two entries, then new ones.
Values run as follows: aSyn yeast inh	PTHR1 agonist	TDP43 rescue	HEK293 tox	GLP1R inv ag	DRD3 agonist	KB-V1 MDR tox	D3 antag	GLP1R ag
> COc1ccc(-c2cc(OC(=O)c3cccc(C)c3)c3c(C)oc(C)c3c(=O)c2)cc1
    ·	i	0%[9.22 µM]	11%	-14%	5	9%	·	·
> Cc1ccc(Cl)cc1N1CCN(C(=O)C2CCN(Cc3nc(-c4cccc(Cl)c4)oc3C)CC2)CC1
    ·	-3%	0%	3%	-13%	-8	?	·	·
> COc1ccc(C(=O)N2CCNC(=O)C2CC(=O)Nc2cc(Cl)ccc2OC)cc1 (stereo not drawn)
    6%	i	-15%	-8%	20%	-6	-13%	-11	13%
> Cc1ccc(C(=O)OCC(=O)NC2CCCc3ccccc32)o1 (stereo not drawn)
    -1%	-18%	26%	22%	17%	-5	3%	-11	1%
> O=C(O)c1ccccc1NS(=O)(=O)c1ccc(N/N=C/c2ccc(O)c(O)c2)c([N+](=O)[O-])c1
    3%	-7%	-7%	?	10%	-14	-2%	?	-39%[inhibitor]
> Cc1ccccc1-c1nc2c(s1)CCc1onc(-c3cccc([N+](=O)[O-])c3)c1-2
    -5%	i	16%	8%	6%	14	4%	0	9%
> C/C(=N\NC(=O)CNc1cccc(C(F)(F)F)c1)c1ccc(Br)cc1
    -8%	i	-11%	-13%	-10%	-9	-19%	-8	0%
> CCCCC(=O)Nc1cccc(NC(=O)c2cccc(Br)c2)c1
    1%	-1%	0%	-6%	?	13	19%	-3	9%
> CN1CCN(CCCNC(=O)c2cn(C3CCCCC3)c(=O)c3c2c2ccccc2n3C)CC1
    0%	i	-12%	-6%	?	-4	-2%	-16	0%
> COc1cccc(C(O)c2ncc(-c3ccc4ccccc4c3)[nH]2)c1 (stereo not drawn)
    4%	-73%[inhibitor]	1%	-12%	?	0	-15%	39	6%
> COc1ccc(NC(=O)C2CCN(S(=O)(=O)c3ccccc3)CC2)cc1
    -5%	-43%[inhibitor]	-8%	-9%	-33%	-4	2%	13	-5%
> NC(=O)c1ncn([C@@H]2O[C@H](CNCc3ccccc3C#Cc3ccccc3)[C@@H](O)[C@H]2O)n1
    -2%	i	12%	0%	5%	-8	4%	28	4%
> Cc1ccc2c(CC(=O)Nc3c(C)n(C)n(-c4ccccc4)c3=O)coc2c1
    5%	i	0%	22%	0%	-8	2%	-6	11%
> O=C(CSc1nnc(NC(=O)c2ccccc2F)s1)NCc1ccco1
    -1%	-12%	6%	-1%	-22%	6	·	18	-16%
> Cc1ccc(OCC(=O)NCCNC(=O)c2cccnc2)cc1C
    6%	i	-6%	-8%	8%	-10	18%	1	3%

Source: PubChem
